# MEKK2wt PB1 HTS: raises or lowers MEK5 binding to wildtype human MEKK2 PB1 domain. actives 1.1% (n = 290,000). Q9Y2U5. bead flow cytometry, Alexa488-MEK5 binding to MEKK2 WT; actives lie on both sides. AID 1531. binding response (% of control), % at 10 µM; in the data active = binding response below about 67% or above about 130%
# GalR3 antagonist: antagonists of human GalR3 | HEK293 GalR3-CNG cAMP membrane potential fluorescence; galR3 body fused to GalR1 C-terminus | inhibition, % at 3 µM | actives 0.44% (n = 360,000);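 active = inhibition above the screen-wide average plus 3 SD, cut at about 13% in these data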;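 also: forskolin and galanin both at EC90 stimulate the cells; cAMP rise reported by CNG channel membrane potential dye signal; 0% = forskolin plus galanin with DMSO and 100% = forskolin alone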
# Target sequence (O60755 1-299 limits assumed): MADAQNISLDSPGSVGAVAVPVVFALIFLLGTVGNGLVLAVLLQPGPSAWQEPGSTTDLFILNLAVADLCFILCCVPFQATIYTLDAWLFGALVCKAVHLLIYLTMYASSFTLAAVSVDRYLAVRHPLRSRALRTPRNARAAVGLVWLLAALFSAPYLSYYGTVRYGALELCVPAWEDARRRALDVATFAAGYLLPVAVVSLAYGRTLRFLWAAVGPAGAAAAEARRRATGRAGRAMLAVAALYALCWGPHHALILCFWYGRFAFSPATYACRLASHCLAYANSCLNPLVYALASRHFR
# V1aR counter: counter-screen for oxytocin receptor agonists: human V1a receptor agonists | P37288 | CHO-V1R cells, Fluo-8 calcium fluorescence, agonist mode; 0% DMSO, 100% 3 nM vasopressin | activation, % at 3 µM | actives 0.25% (n = 320,000) | AID 2797;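 active = activation above the mean activation of all tested compounds plus 3 SD, per screening run, cut at about 20% in these data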;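 also: signal is peak over basal fluorescence ratio across a 100 second FLIPR read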
# Target sequence (P37288 whole entry, looked up): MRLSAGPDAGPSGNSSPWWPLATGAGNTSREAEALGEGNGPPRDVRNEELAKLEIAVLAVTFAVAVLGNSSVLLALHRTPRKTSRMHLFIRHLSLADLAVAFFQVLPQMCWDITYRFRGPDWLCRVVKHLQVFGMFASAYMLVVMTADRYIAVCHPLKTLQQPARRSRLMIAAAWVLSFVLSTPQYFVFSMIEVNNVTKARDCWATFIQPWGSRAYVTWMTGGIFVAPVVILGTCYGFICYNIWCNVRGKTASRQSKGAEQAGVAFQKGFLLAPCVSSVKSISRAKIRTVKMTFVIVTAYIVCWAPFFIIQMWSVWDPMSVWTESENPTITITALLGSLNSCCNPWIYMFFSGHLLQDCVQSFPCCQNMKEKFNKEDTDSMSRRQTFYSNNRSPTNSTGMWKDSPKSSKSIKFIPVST
# GPR7 antag: antagonists of human GPR7 (neuropeptides B/W receptor 1) | P48145 | actives 1.1% (n = 290,000) | GPR7-expressing cells, fluorescence antagonist assay | inhibition, % at 4.4 µM | AID 1861; in the data active = inhibition above about 16%, passing the limit was not always enough;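 also: cells stimulated with the agonist NPW; 0% = agonist with vehicle and 100% = vehicle without agonist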
# MEKK2mut PB1 HTS: signal of MEK5 binding to mutant human MEKK2 PB1 domain; bead flow cytometry, Alexa488-MEK5 binding to MEKK2 mutant; percent response, % at 10 µM; actives 0.35% (n = 290,000); in the data active = percent response above about 24%, passing the limit was not always enough; also: inactives centre near 1; some results filed as inactive read as strong as hits; reference of the scale not given here
# NALP1 inh: blocks the NALP1 inflammasome reconstituted in yeast; S. cerevisiae NALP1/ASC/caspase-1 growth, X-gal OD620, 72 h; inhibition, % at 10 µM; actives 0.61% (n = 280,000); in the data active = inhibition mostly above about 24%, no sharp cut-off; inactive = mostly below about 32%; also: some compounds called inactive have numbers as strong as hits
# MEKK3 PB1 HTS: modulators (inhibitors or enhancers) of MEK5 binding to human MEKK3 PB1 domain; bead-based flow cytometry, Alexa488-MEK5 binding to MEKK3; actives lie on both sides; 0 = blocked by unlabeled MEK5, 100 = vehicle; Q99759; actives 1.4% (n = 290,000); binding response (% of control), % at 10 µM;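 active = binding response more than 3 SD above or below the average of its plate-row segment, actives on both sides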;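 also: Alexa488 bead fluorescence after subtracting the streptavidin-only scavenger bead signal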
# OXTR ag: agonists of human oxytocin receptor | P30559 | CHO-OTR cells, Fluo-8 calcium fluorescence; normalized: DMSO 0%, oxytocin 100% | activation, % at 3 µM | actives 0.32% (n = 320,000);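 active = activation above the mean of all tested compounds plus 3 SD, cutoff set per screening run, cut at about 20% in these data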;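 also: peak over basal fluorescence ratio from a 100 s FLIPR kinetic read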
# Target sequence (P30559 whole entry, looked up): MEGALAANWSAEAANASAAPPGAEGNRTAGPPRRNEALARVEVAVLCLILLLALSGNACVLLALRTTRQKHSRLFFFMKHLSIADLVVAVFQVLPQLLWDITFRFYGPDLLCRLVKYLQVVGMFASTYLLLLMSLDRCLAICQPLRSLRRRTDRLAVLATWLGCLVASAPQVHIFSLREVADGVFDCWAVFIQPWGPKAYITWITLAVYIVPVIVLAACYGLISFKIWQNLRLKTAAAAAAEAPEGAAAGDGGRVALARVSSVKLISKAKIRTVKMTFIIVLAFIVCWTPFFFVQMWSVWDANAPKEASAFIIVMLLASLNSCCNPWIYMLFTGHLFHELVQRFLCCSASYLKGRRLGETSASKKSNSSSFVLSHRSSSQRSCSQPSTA
# PHOSPHO1 block: PHOSPHO1 (human) inhibition | Q8TCT1 | recombinant PHOSPHO1, absorbance phosphatase assay | inhibition, % at 13.3 µM | actives 1.1% (n = 290,000) | AID 1565; in the data active = inhibition above about 60%
# * marks the source's active call; other numbers are inactive results; nt = not tested or not shown.
SMILES,MEKK2wt PB1 HTS,GalR3 antagonist,V1aR counter,GPR7 antag,MEKK2mut PB1 HTS,NALP1 inh,MEKK3 PB1 HTS,OXTR ag,PHOSPHO1 block
CCCCC(=O)Nc1ccc(N2CCN(C(=O)CC)CC2)cc1,96,-4,-0.3,0,-4,10,90,0.2,-1
COC(=O)c1cccc(NC(N)=S)c1,101,-1,0.4,-5,2,-3,110,-0.2,30
O=C1/C(=C/c2ccncc2)CCC/C1=C\c1ccncc1,86,6,nt,25,-8,8,89,nt,-8
O=c1c2ccccc2c(C=Nc2ccc(S(=O)(=O)N3CCCCC3)cc2)c(O)n1-c1ccc(Cl)cn1,100,-2,0.7,-8,3,0,103,0.4,-1
CCOc1ccc2[nH]c3nc(SCC(=O)NC4CCCC4)nnc3c2c1,103,-6,1.4,-4,15,12,108,-0.8,32
CCOc1ccccc1NC(=O)COC(=O)c1cc(C(=O)OC)cc([N+](=O)[O-])c1,100,1,0.2,-10,2,13,100,-0.8,6
O=C(NCCCN1CCOCC1)c1cc(Cl)ccc1Cl,105,3,-0.1,-9,2,6,104,-0.2,39
COc1ccc(/C=C\C(=O)CC(O)(c2ccccc2)C(F)(F)F)cc1 (configuration not stated),105,-3,1.0,-15,8,2,108,-0.1,12
COc1ccccc1NS(=O)(=O)c1cc([N+](=O)[O-])ccc1N/N=C/c1sc(N2CCOCC2)nc1-c1ccccc1,65,-3,1.6,-5,205*,25,81,3.3,-6
CCNC(=S)N(Cc1ccco1)Cc1cc2cc3c(cc2[nH]c1=O)OCCO3,104,0,1.2,2,0,10,125,-1.4,-22
CC(C)(C)NC(=O)C(OC(=O)c1ccco1)c1ccc(Cl)cc1 (configuration not stated),104,0,-0.6,-18,6,-2,104,-1.5,40
O=C(c1ccco1)N1CCN(C(=O)c2oc(=O)c3ccccc3c2-c2ccccc2)CC1,77,-1,0.2,-7,-7,0,79,-1.2,2
COc1ccc(CCNC2CC(C)N(C)CC2C)cc1OC (configuration not stated),104,-5,1.0,-7,1,nt,103,0.9,1
Cc1cc(C)c(OCC(O)CN2CCN(c3ccccn3)CC2)c(C)c1 (configuration not stated),-8.0*,-1,5.2,-12,3,-8,106,0.8,-9
CCOC(=O)C1=C(CS(=O)(=O)c2ccc(C)cc2)NC(=O)NC1c1cc(OC)c(O)c(OC)c1 (configuration not stated),101,-5,-0.5,-4,13,-4,104,-0.7,24
Cc1ccc(-c2n[nH]c(=O)c3ccccc23)cc1S(=O)(=O)NC(C)(C)C,100,1,-0.4,0,0,4,99,-0.7,26
O=c1[nH]c(=O)n(Cc2ccco2)c2c1C(C(F)(F)F)(C(F)(F)F)N=C(c1ccco1)N2,102,-3,0.9,-9,0,2,103,0.8,21
O=c1cc2c(nn1Cc1ccccc1)-c1ccccc1CC2,86,-6,-0.4,-1,-5,-17,100,-2.2,12
O=C1CNC(=S)N1C(CO)c1ccccc1 (configuration not stated),101,-11,0.3,7,3,1,103,1.2,nt
Cc1n[nH]c(C)c1CN(C)C(=O)C1CCC(=O)N(CCc2cccc(F)c2)C1 (configuration not stated),97,-8,0.0,1,-1,19,99,-0.1,50
Cc1cc(NC(=O)Cn2cnc3c(cnn3C(C)(C)C)c2=O)no1,107,-4,1.0,-8,5,4,101,0.7,3
CC(=O)Nc1ccc(N2CCN(Cc3ccccc3)CC2)cc1,108,-8,0.5,-13,11,-1,108,-0.2,29
C=CCN(C)CC/C=C1\c2ccccc2CSc2ccccc21,116,-5,1.0,0,4,12,116,0.2,-26
COC(=O)C1(C)NC(c2ccc(C)cc2)C2C(=O)N(c3ccc(F)cc3)C(=O)C21 (configuration not stated),109,-10,-1.0,-14,8,2,102,-1.2,45

# Whole records as entered above. Screens in order: MEKK2wt PB1 HTS, GalR3 antagonist, V1aR counter, GPR7 antag, MEKK2mut PB1 HTS, NALP1 inh, MEKK3 PB1 HTS, OXTR ag, PHOSPHO1 block
# Entry for `COc1ccc(CCNC2CC(C)N(C)CC2C)cc1OC` (configuration not stated) = 104, -5, 1.0, -7, 1, nt, 103, 0.9, 1
# Entry for `CCOC(=O)C1=C(CS(=O)(=O)c2ccc(C)cc2)NC(=O)NC1c1cc(OC)c(O)c(OC)c1` (configuration not stated) = 101, -5, -0.5, -4, 13, -4, 104, -0.7, 24
# Entry for `CC(=O)Nc1ccc(N2CCN(Cc3ccccc3)CC2)cc1` = 108, -8, 0.5, -13, 11, -1, 108, -0.2, 29

# Compounds shown so far that have a nitro group on carbon, in the order listed:
SMILES,MEKK2wt PB1 HTS,GalR3 antagonist,V1aR counter,GPR7 antag,MEKK2mut PB1 HTS,NALP1 inh,MEKK3 PB1 HTS,OXTR ag,PHOSPHO1 block
CCOc1ccccc1NC(=O)COC(=O)c1cc(C(=O)OC)cc([N+](=O)[O-])c1,100,1,0.2,-10,2,13,100,-0.8,6
COc1ccccc1NS(=O)(=O)c1cc([N+](=O)[O-])ccc1N/N=C/c1sc(N2CCOCC2)nc1-c1ccccc1,65,-3,1.6,-5,205*,25,81,3.3,-6

# Next records
SMILES,MEKK2wt PB1 HTS,GalR3 antagonist,V1aR counter,GPR7 antag,MEKK2mut PB1 HTS,NALP1 inh,MEKK3 PB1 HTS,OXTR ag,PHOSPHO1 block
CCc1ccc(NC(=O)CN(c2ccc3c(c2)OCO3)S(=O)(=O)c2c(C)noc2C)cc1,118,0,0.3,-18,6,-5,116,-1.3,4
O=C(/C=C/c1ccc(Cl)cc1)NCCCn1ccnc1,111,nt,-0.5,-4,9,9,107,-1.0,29
CCN1C(=NCc2ccc(OC)cc2)N[C@@H](CCc2ccccc2)[C@H](C(=O)NCc2ccc(OC)cc2)[C@H]1C,139*,nt,-0.4,14,11,9,107,-0.3,-193
Cc1cc(OC(C)C(=O)NCCCN2CCCC2=O)c2c(C)c(C)c(=O)oc2c1 (configuration not stated),99,-6,0.2,4,2,25,98,-0.5,17
Cc1ccc(S(=O)(=O)NC2c3cccc4cccc(c34)C2Sc2nncn2C)cc1 (configuration not stated),99,1,2.6,6,-2,25,98,0.5,-16
Cc1cc(C)cc(NC(=O)c2cccn2-c2ncc(C(F)(F)F)cc2Cl)c1,104,-3,-0.5,-30,11,6,106,-1.9,36
O=C(O)C1CCCCC1C(=O)NCCCc1ccccc1 (configuration not stated),97,-2,-0.1,-19,2,-7,98,0.4,-7
CN(C)c1ccc(C(O)P(=O)(OC2CCCCC2)OC2CCCCC2)cc1 (configuration not stated),96,-2,-0.1,5,-4,nt,97,-1.4,8
Cc1ccc(C(=O)N2CCN3C(=O)c4ccccc4C23c2ccccc2)cc1 (configuration not stated),89,1,-0.1,4,-10,-11,86,-2.0,41
CC(C)c1ccc(NC(=S)N(C)CCc2ccccn2)cc1,103,-7,0.0,-4,0,-9,101,0.7,-51
COc1ccc(NC(=O)CN2CCN(CC(=O)Nc3ccc(F)cc3)CC2)cc1Cl,105,-1,5.0,14,4,-14,97,2.2,16
Cc1cc(=O)[nH]c2c(C)cc(S(=O)(=O)N3CCCCC3)cc12,107,-4,nt,-16,3,-1,102,nt,17
O=C(CN1CCC(NC(=O)Nc2ccccc2)CC1)Nc1ccc([N+](=O)[O-])cc1,101,-7,1.1,11,3,14,102,1.0,28
COC(=O)c1ccc(CN2C(=O)c3ccccc3S2(=O)=O)cc1,105,-4,0.5,7,3,32,101,1.0,-33
Cc1ccc(S(=O)(=O)N(CC(=O)Nc2ccc(Cl)c([N+](=O)[O-])c2)C2CCCCC2)cc1,146*,4,0.7,-14,27,17,107,1.1,-7
C=CCn1c(N)c(C(=O)Nc2ccc(C)cc2)sc1=S,nt,2,-0.8,1,nt,0,nt,-1.6,17
Cn1c(=O)c([N+](=O)[O-])c(NCc2ccc3c(c2)OCO3)c2ccccc21,92,-4,0.2,-5,-5,-16,97,-0.6,-40
COC(=O)C1N[C@@H]([C@@H](NC(=O)COc2ccccc2)C(=O)Nc2ccc(OC)cc2)SC1(C)C (some centres not stated),96,-6,0.4,nt,-5,nt,100,1.9,nt
CCN1CCN(C(=O)c2cc(-c3cccnc3)nc3ccc(Br)cc23)CC1,100,-6,1.0,0,3,-5,100,1.3,11
CC(C)(C)OC(=O)N1CCC(CNC(=O)c2ccc(F)cc2F)CC1,96,-6,-1.5,-9,-6,nt,99,-0.3,33
COCCn1c(=S)[nH]c2cc(C(=O)N3CCN(c4ccc(F)cc4)CC3)ccc2c1=O,104,-6,-0.8,-18,2,-24,102,-1.5,28
O=C(O)c1cccc(Nc2nc(-c3cccnc3)nc3ccccc23)c1,100,4,0.8,-6,0,26,84,0.3,8
CN(C)c1nc2c(c(=O)[nH]c(=O)n2C)n1CCOc1ccccc1,109,-6,-0.3,-11,2,15,105,0.4,34
O=C(NCCc1ccccc1)c1cc(-c2ccc3c(c2)OCO3)on1,107,-2,-0.9,-10,6,3,102,-0.7,-19
Cn1c(=O)c2c(nc(SCCCC#N)n2Cc2c(F)cccc2Cl)n(C)c1=O,99,-1,-0.6,-12,1,32,101,-1.1,2
CC(=O)Nc1cc(S(=O)(=O)Nc2ccccc2C)c(C)cc1C,103,-8,0.5,16,8,-14,106,1.0,24
O=C(Nc1ccncc1)c1ccc(C(=O)Nc2ccncc2)cc1,94,-5,-0.1,-4,-2,13,102,0.4,28
CC(C)N(C(=O)Cc1ccccc1[N+](=O)[O-])C(C)C,102,-5,-0.7,-7,1,8,93,-1.4,47
CC1CCc2sc(NC(=O)c3ccc(N4C(=O)CCC4=O)cc3)c(C(N)=O)c2C1 (configuration not stated),112,-1,-0.5,-7,12,8,109,-0.2,43
Nc1c(S(=O)(=O)c2ccccc2)nnn1-c1ccccc1,125,-5,0.1,-11,22,17,119,-1.2,7
COc1cc(CN2CCNC(=O)C2CC(=O)NC2CCC2)cc(OC)c1 (configuration not stated),105,-7,-0.1,-13,3,20,101,0.8,26
O=C(NC1CCCC1)C1CCCN(C(=O)Nc2ccccc2)C1 (configuration not stated),104,7,-0.4,-1,8,13,102,0.2,14
COc1ccc2cc3cc(C(=O)NC4CC4)sc3nc2c1,101,1,2.0,-10,-1,19,101,1.7,27
O=C(N/N=C/c1c(F)cccc1Cl)C1CC1,110,-7,-0.5,-6,6,8,106,0.1,29
CCOC(=O)N1CCN(C2CC(=O)N(c3ccc(F)cc3)C2=O)CC1 (configuration not stated),93,-3,0.8,-2,-1,6,94,-1.0,9
CCCCNC(=O)CCC(=O)Nc1ccc2nc(N3CCOCC3)cc(C)c2c1,102,0,1.9,7,4,0,102,1.7,6
CN(C)c1nc(-c2cn(CCC#N)c3ccccc23)cs1,-15*,-7,0.6,-4,-6,-10,97,0.8,43
Cc1cc(C)n2nc(Cc3ccccc3)nc2n1,100,0,-1.1,-2,6,12,102,5.6,-10
Cn1c(=O)c([N+](=O)[O-])c(NCCc2ccccc2)c2ccccc21,106,-12,1.3,-2,1,13,129*,-1.2,-1
Cc1cc(Cl)nc(-c2ccccc2)n1,93,-4,-0.3,3,-12,-9,106,0.2,40
Cc1ccc(S(=O)(=O)Nc2cc(C)on2)cc1,102,-9,0.4,10,-2,17,104,0.5,31
COc1ccc(NC(=O)CN2CCN(C(=O)N3CCOCC3)CC2)cc1,84,-11,2.0,21,-17,22,85,0.3,30
O=c1oc2ccccc2c(CNc2ccccc2)c1[N+](=O)[O-],105,-15,2.5,7,6,10,105,0.8,6
COc1ccc(Br)cc1/C=N/NC(=O)CNC(=O)C1COc2ccccc2O1 (configuration not stated),102,-8,4.5,-15,2,11,101,1.4,11
COc1cc([N+](=O)[O-])ccc1NC(=O)NNC(=O)CCc1ccccc1,99,-2,0.1,-1,-2,4,101,-0.4,6
CCOc1ccc(-n2c(=O)c3ccccc3c3ccccc3c2=O)cc1,96,-2,0.2,-16,-9,2,91,-0.4,24
OCC1(Cc2ccccc2)CCN(Cc2ccccn2)CC1,79,1,-0.2,-13,-15,-2,87,0.1,32

# From PubChem BioAssay
